Nrf2 block = Nrf2 pathway inhibition. 2.1% of 360,000 active. Potency, µM (series often up to 46 µM), without a hit: at the highest dose activity change, negative = inhibition, actives largely listed as inhibitors. A549 ARE-Fluc reporter, luciferase luminescence, 18-24 h; further: potency means the concentration at half of the fitted maximal effect; on the % scale 0 is the no-effect control and ±100 the full control effect; nearly all actives have a fitted effect of over 60% in size
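Concentration-response testing used A549 ARE_Fluc cells at 5000 cells/well. Following an 18-24 h compound incubation, viability was read by fluorescence (Ex 405/Em 525) and luciferase output by luminescence.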
Nrf2 activator = Nrf2 pathway activation. AREc32 ARE-luciferase reporter (MCF7-derived line), luminescence, 24 h. Potency, µM (top dose mostly 46.1 µM), for inactives: at the top dose activation, actives largely listed as activators. 0.31% of 410,000 active. AID 624171; further: potency means the concentration at half of the fitted maximal effect; % of control where 0% means no effect; nearly all actives have a fitted effect of over 65% in size
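For detection, Steady-Glo was added and plates sat 30 min at RT; before that, AREc32_Fluc cells grown overnight in OPTI-MEM/5% FBS had been treated with 23 nL compound for 24 hr at 37 deg C.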
HepG2 tox = HepG2 cytotoxicity, counter-screen for TGF-b inhibitors; 0.76% of 410,000 active; HepG2 CAGA-GFP viability, ATP luminescence, 18 h; Potency, µM (top dose mostly 46.1 µM), for the others: top-dose activity change, negative = cytotoxicity, hits mostly cytotoxic; further: potency means the concentration at half of the fitted maximal effect; some results filed as inactive show a strong effect at the top dose
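CellTiter-Glo luminescence gave cytotoxicity after 18 hours at 37 degrees C. The cells were HepG2 CAGA-GFP in 1% FBS DMEM, stimulated with 500 pg/mL TGF-beta after compound addition. %Activity was normalised to no-cell wells (complete cell-killing) and DMSO (no toxicity), and curves were fitted and classified.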
pAkt inh = Akt phosphorylation inhibition | Neuro2A IGF-stimulated pAkt S473 HTRF, 20 min; stronger effect = lower value | activity change, % for hits at 50 µM | 0.32% of 360,000 active | AID 651550; in the data active means activity change below about -80%; inconclusive means mostly about -51% to -80%; further: on the % scale 0 is the no-effect control and ±100 the full control effect
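Single-point screen (50 µM final compound) in Neuro2A cells stimulated 20 min with 6 nM IGF at 37 deg C. After lysis, Ser473-phosphorylated Akt read by HTRF (ex 330 nm, em 615/665 nm) as the 665/615 ratio.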
ATXN viability = cell viability loss in ATXN counter-screen. S2 cells (HEK-293 line with an ATXN2-luciferase reporter) viability, CellTiter-Fluor protease fluorescence, 24 h. Potency, µM (highest dose often 56.7 µM), most hits filed as cytotoxic. 0.49% of 400,000 active. AID 651635; further: potency means the concentration at half of the fitted maximal effect; nearly all actives have a fitted effect of over 40% in size
TGFb inhibitor = inhibitors of TGF-b signaling | AID 588855 | 1.2% of 410,000 active | HepG2 CAGA-GFP TGF-b/SMAD3 reporter, GFP fluorescence, 18 h; TGF-beta stimulated, 500 pg/mL final | Potency, µM (titrated, usually from 46.1 µM), without a hit: at the top dose activity, negative = inhibition, usual class: inhibitors; further: potency means the concentration at half of the fitted maximal effect; on the % scale 0 is the no-effect control and ±100 the full control effect; nearly all actives have a fitted effect of over 65% in size
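HEPG2 CAGA-GFP reporter cells (1000/well, DMEM with 1% FBS) received compounds, then recombinant TGF-beta at 500 pg/mL final for 18 hours at 37 degrees C. Per-cell GFP summed per well was normalised to unstimulated and stimulated DMSO controls before curve fitting.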
A549 viability = A549 cytotoxicity, counter-screen for Nrf2 inhibitors; A549 ARE-Fluc cells, CellTiter-Fluor viability, 18-24 h; Potency, µM (titrated, usually from 46 µM), inactives show top-dose activity change, negative = cytotoxicity, hits mostly inhibitors; 0.16% of 390,000 active; further: potency means the concentration at half of the fitted maximal effect; on the % scale 0 is the no-effect control and ±100 the full control effect
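A549 ARE_Fluc cells in 5% FBS OPTI-MEM were exposed to compounds in concentration-response for 18-24 h at 37 deg C. Viability was read by CellTiter-Fluor fluorescence (Ex 405/Em 525) after 30 min, before the luciferase read.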
MmCpn inh = blocks the Methanococcus maripaludis chaperonin Mm-Cpn; purified Mm-Cpn ATPase, ADP Transcreener TR-FRET; 0.031% of 330,000 active; AID 504842; Potency, µM (top dose mostly 76.9 µM), inactives show top-dose activity, negative = inhibition, actives largely listed as inhibitors; further: potency means the concentration at half of the fitted maximal effect; on the % scale 0 is the no-effect control and ±100 the full control effect; nearly all actives have a fitted effect of over 80% in size
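ATP (10 uM final) was added to archaeal chaperonin (25 nM final) after 10 min exposure to test compound at 37°C; after 30 min further incubation, ADP was detected by competitive TR-FRET.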
CCT modulator = cytosolic chaperonin activity modulation; 0.3% of 360,000 active; activity change, % (no concentration beside the values), hits read low; AID 651819; purified chaperonin ATPase assay, HTRF ADP detection, 30 min; in the data active means activity change below about -30%; further: on the % scale 0 is the no-effect control and ±100 the full control effect
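Enzyme 40 or 20 nM (batch-dependent) in Tris pH 7.4/KCl/MgCl2/DTT; cpd 76 uM single point; ATP 10 uM; 30 min 37 °C; Transcreener ADP HTRF detection, 30 min RT; ratio 665/615.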
The depositor's hits bear a star; i = inactive; ? = inconclusive; . = no result given; & = joins results of further samples; [ ] = another dose, or the depositor's remark. Unless noted, the call rests on the fitted dose curve; in most records, active means well fitted curve in the direction sought with a large enough effect; inconclusive means small, poorly fitted or top-dose-only effect, or another doubt; inactive means no such curve, though single readings can be large; an effect the other way counts as inactive or inconclusive.

Compound,MmCpn inh,pAkt inh,Nrf2 activator,ATXN viability,Nrf2 block,TGFb inhibitor,A549 viability,CCT modulator,HepG2 tox
COc1cc(OC)cc(-c2noc([C@@H]3O[C@H](CO)[C@H](O)[C@H](O)[C@H]3O)n2)c1,.,i,-1.1%,i,.,3%,.,-1.2,4%
CCOc1ccc2[nH]c(=O)c(CN(CCO)C(=O)c3ccc(OC)c(OC)c3)cc2c1,3%,i,-0.7%,i,.,17%,6%,-3.9,-24%
O=C(Nc1nc(-c2ccc(Cl)cc2)cs1)C1CCCO1 (stereo not drawn),-3%,i,4.3%,i,8%,7%,2%,-1.5,5%
CC1([N+](=O)[O-])COC(c2cccc3ccccc23)OC1 (stereo not drawn),.,i,2.5%,i,1%,3%,12%,-16,-28%
O=C1NCCN(C(=O)CCc2nnc(-c3ccsc3)o2)C1c1ccc(F)cc1 (stereo not drawn),-1%,i,0.2%,i,-8%,28%,6%,-4.3,9%
COc1cccc(C(NC(C)=O)c2nc(-c3cccc(C#N)c3)cs2)c1 (stereo not drawn),.,i,3.5%,i,.,20%,.,-2.6,-5%
COc1ccc(CCNCC(=O)Nc2ccccc2C(F)(F)F)cc1,1%,i,-0.7%,i,-6%,-6%,6%,0.0,-2%
COc1ccc(N2CCN(C(CNC(=O)C(=O)NCc3ccncc3)c3ccco3)CC2)cc1 (stereo not drawn),1%,i,0.1%,i,1%,3%,6%,-0.3,2%
Cc1cccn2c(=O)c(C=O)c(N3CCC4(CC3)OCCO4)nc12,0%,i,7.7%,i,-14%,-3%,-7%,-0.5,5%
COc1ccc(C(=O)/C=C/Nc2c(C)n(C)n(-c3ccccc3)c2=O)c(OC)c1,-1%,i,1.2%,i,5%,1%,-2%,-0.2,1%
CC(C)c1cccc(C(C)C)c1NC(=O)c1ccccc1,2%,i,-0.2%,?,-2%,1%,-8%,-0.8,2%
O=C(c1cccnc1)N(c1cc2sc(=O)oc2c2ccccc12)S(=O)(=O)c1ccccc1,-2%,i,9.5%,?,7%,0%,-3%,0.8,-24%
CC(C)Cn1c(SCC(=O)N(C)C2CCS(=O)(=O)C2)nc2cc(Cl)ccc2c1=O (stereo not drawn),0%,i,-0.6%,?,-6%,8%,-7%,-1.7,1%
O=S(=O)(N1CCOCC1)N1CCN(c2ccc(F)cc2)CC1,-2%,i,-0.7%,i,-5%,-13%,9%,0.2,-14%
CNCCCOc1cccc(Oc2ccccc2)c1,?,i,3.7%,i,8%,-1%,-2%,0.0,-7%
CC(NC(=S)Nc1ccccc1C(F)(F)F)C1CC2CCC1C2 (stereo not drawn),0%,i,1.6%,i,-19%,18%,4%,-1.6,0%
Clc1ccccc1-c1nc(Nc2ccccc2)nc2ccc(Br)cc12,.,.,8.9%,i,-5%,?,-1%,.,-13%
O=C(COc1ccccc1)Nc1nnc(-c2ccc(Cl)s2)o1,0%,i,5.1%,i,12%,-7%,-1%,0.0,-4%
COc1ccc(/C=C2/CCOC2=O)cc1,1%,i,0.6%,i,22%,8%,-1%,-2.8,-4%
Cc1cc(NC(=O)CSc2nccn2-c2ccc(F)cc2)no1,0%,i,0.2%,i,.,9%,-2%,-0.9,29%

Profiles as entered above:
Clc1ccccc1-c1nc(Nc2ccccc2)nc2ccc(Br)cc12 is listed with MmCpn inh = .; pAkt inh = .; Nrf2 activator = 8.9%; ATXN viability = i; Nrf2 block = -5%; TGFb inhibitor = ?; A549 viability = -1%; CCT modulator = .; HepG2 tox = -13%
CCOc1ccc2[nH]c(=O)c(CN(CCO)C(=O)c3ccc(OC)c(OC)c3)cc2c1 is listed with MmCpn inh = 3%; pAkt inh = i; Nrf2 activator = -0.7%; ATXN viability = i; Nrf2 block = .; TGFb inhibitor = 17%; A549 viability = 6%; CCT modulator = -3.9; HepG2 tox = -24%

(more compounds)
Compound,MmCpn inh,pAkt inh,Nrf2 activator,ATXN viability,Nrf2 block,TGFb inhibitor,A549 viability,CCT modulator,HepG2 tox
O=C(CSc1nnc(-c2ccncc2)n1-c1ccccc1)Nc1ccc(F)cc1,.,.,-0.3%,i,.,-17%,-2%,.,-27%
O=C(Cn1nc(C(=O)O)c2ccccc2c1=O)Nc1ccc(Br)cc1,5%,i,17%,i,-16%,8%,1%,-6.9,-17%
COc1ccc(-n2nnnc2SCC(=O)NCc2ccco2)cc1OC,0%,i,3.9%,i,7%,2%,14%,-3.1,-14%
CCOCCCN1C(=O)C(=O)N(CC(=O)N2c3ccccc3NC(=O)CC2C)C1=O (stereo not drawn),0%,i,-0.6%,?,4%,4%,1%,-1.5,4%
O=c1[nH]c2ccc([N+](=O)[O-])cc2nc1/C=C(\O)c1ccccc1,0%,i,8.9%,?,12%,11%,-7%,1.0,14%
Cn1c(-c2sc3cc(C(F)(F)F)cnc3c2-c2cccs2)n[nH]c1=S,-11%,i,-0.1%,i,-3%,-17%,0%,-5.5,-10%
CC1(C(=O)NS(=O)(=O)C2CC2)CCCN(C(=O)c2cccc(OC(F)(F)F)c2)C1 (stereo not drawn),.,i,0.0%[9.22 µM],i,.,19%,.,-0.6,9%
COC(=O)C1=C(C)NC(=O)NC1c1ccc(-c2ccc(F)cc2)o1 (stereo not drawn),2%,i,11%,i,-10%,8%,-1%,-2.1,-16%
O=C(O)Cn1c2c(c3ccccc31)CCCC2,-12%,i,0.1%,i,11%,10%,0%,0.0,-1%
CN(C)S(=O)(=O)Nc1cccc(Br)c1,-1%&1%,i,-0.9%,i,4%,-1%,6%,-0.4,-8%
O=C(NCCCCNC(=O)c1ccc(Br)s1)c1ccc(Br)s1,-1%,i,0.1%,i,2%,-4%,-12%,1.2,6%
CC(C)(C)c1nnc(NC(=O)CCS(=O)(=O)c2ccccc2)s1,-2%,i,16µM*,?,-10%,7.1µM*,0%,-2.7,6%
CC1CCc2nn(CC(=O)Nc3ccccc3Cl)cc2C1 (stereo not drawn),.,.,0.9%,i,?,-3%,8%,.,-21%
COC(=O)C(C)N1CCC(=O)c2ccccc2S1(=O)=O (stereo not drawn),2%,i,-0.9%,i,5%&8%,-20%&-13%,10%&-2%,-0.8,-10%&6%
O=C(O)c1ccc2c(c1)S(=O)(=O)c1ccccc1C2=O,0%,i,-0.5%,i,-1%,-8%,8%,-0.4,6%
COc1ccc(S(=O)(=O)N2CCCCC2)cc1NC(=O)CN(Cc1ccco1)Cc1ccco1,-9%,i,-0.4%,i,-22%,?,0%,-0.3,5%
CC(C)C12CN3CC(C(C)C)(CN(C1)C3c1ccco1)C2=O (stereo not drawn),0%,i,-0.5%,i,5%,1%,0%,0.2,-4%
Cc1cc(C)n2nc(-c3ccccc3)c(-c3ccccc3)c2n1,2%,i,-0.1%,i,1%,8%,1%,-1.4,2%
C=CCNC(=S)N1N=C(c2ccco2)CC1c1ccco1 (stereo not drawn),.,i,0.5%,i,1%,5%,1%,0.7,-10%
O=C(C1CCCN(S(=O)(=O)c2ccc(F)cc2)C1)N1CCOCC1 (stereo not drawn),.,i,2.0%,i,5%,-1%,0%,-2.8,-9%

Compound,MmCpn inh,pAkt inh,Nrf2 activator,ATXN viability,Nrf2 block,TGFb inhibitor,A549 viability,CCT modulator,HepG2 tox
Cn1c(O)c(C=Nc2ccc(Br)cc2)sc1=O,-3%,i,0.6%,i,?,-5%,8%,-0.5,0%
COc1cc(NC(=O)Nc2c(C)n(C)n(-c3ccccc3)c2=O)cc(OC)c1OC,1%,i,0.3%,i,7%,3%,-1%,0.0,6%
CC(C)COc1ccc(-c2nnc(-c3ccncc3)o2)cc1,-15%,i,2.9%,i,?,0%,.,-1.1,-14%
Oc1ccc(Br)cc1CNc1cccc2cccnc12,1%,i,7.4%,i,-1%,?,5%,2.6,-64%
Oc1ccc(C[C@@H]2CNCCN2CC2CCCCC2)cc1,-1%,i,-0.4%,i,-7%,-7%,2%,-0.9,-50%
COc1ccc(/C=C2/C(=O)C(C)(C(C)C)CCC2C)cc1 (stereo not drawn),0%,i,-1.8%,i,15%,0%,12%,-0.7,-15%
COc1cccc(CNC(=O)CCn2c(=O)oc3ccccc32)c1,1%,i,-0.7%,i,1%,4%,.,-0.5,-11%
O=C(NC1CCCCC1)N1CCCc2ccccc21,2%,i,-0.2%,i,2%,0%,-11%,-2.2,2%
COc1cc2c(cc1OC)n(CC(=O)c1cccc(Cl)c1)c(=O)n1nc(CCn3nc(C)cc3C)nc21,.,.,0.9%,.,.,-5%,-14%,.,-18%
CCN(CC)c1ccc(S(=O)(=O)N2CCCCC2)cc1NC(=O)CN1C(=O)NC2(CCCC2)C1=O,5%,i,-0.5%,i,-3%,17%,0%,-1.0,-26%
O=C(Nc1ccc2nc(SCC(=O)N3CCCC3)sc2c1)c1cccc(Br)c1,.,.,5.0%,.,18µM*,-10%,-27%,.,-33%
Cc1nc2ccc(N)cc2s1,-5%,i,0.4%,i,10%,2%,-1%,1.1,0%
CC1(C)CC2(CCO1)OC(=O)CC2C(=O)NCCc1ccccc1 (stereo not drawn),-24%,i,0.4%,i,-17%,-11%,-8%,1.8,4%
O=C(CSc1nc2ccccc2c(=O)n1CC1CCCO1)Nc1ccc(F)cc1 (stereo not drawn),0%,i,0.1%,i,-18%,18%,-5%,0.3,4%
